LDHA inh – qHTS assay for inhibitors of human lactate dehydrogenase; 480,000 tested, 0.15% active; purified LDHA, NADH/diaphorase-resazurin fluorescence; hits give low values; L-lactate dehydrogenase A chain (Homo sapiens), P00338; activity change, % (values are at about 110 or 230 µM); in the data active = activity change below about -30%; inconclusive = mostly about -25% to -30%;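 also: plate controls were DMSO wells for no effect and wells without enzyme for full effect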
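LDH5 2 nM; NADH 0.06 mM, pyruvate 0.2 mM; 200 mM Tris pH 7.4, EDTA, Tween-20; 5 min RT. Detection: diaphorase 0.133 mg/mL + resazurin 37 µM, fluorescence ex540/em590 at 0 and 20 min; normalized to enzyme-free and DMSO wells.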
Vif-APOBEC3F blk – qHTS for Inhibitors of Vif-A3F Interactions: qHTS; Potency, µM (doses to about 46.1 µM), for inactives: top-dose activity, negative = active; 390,000 tested, 0.2% active; AID 602313, 2012; HeLa A3F-eYFP + Vif (tagged APOBEC3F with the HIV-1 protein that degrades it), YFP fluorescence increase; also: potency is read from the fitted curve at half-maximal effect; % of control where 0% means no effect; nearly all actives have a fitted effect of over 65% in size
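Fluorescence increase (Ex 488/Em 500-530) after overnight compound treatment at 37 deg C flags inhibition of Vif-driven A3F-eYFP loss in stable HeLa A3F-eYFP/Vif cells seeded overnight beforehand.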
TrxR1 substrate – qHTS Assay for Substrates of Mammalian Selenoprotein Thioredoxin Reductase 1 (TrxR1): qHTS | purified TrxR1 substrate turnover, NADPH consumption readout | AID 588456, 2011 | Potency, µM (series often up to 114 µM), without a hit: top-dose activity change, negative = substrate turnover | 390,000 tested, 0.01% active | Thioredoxin reductase 1, cytoplasmic (Rattus norvegicus), O89049; also: potency is read from the fitted curve at half-maximal effect; % is scaled to controls: 0 for no effect and ±100 for the full control effect; nearly all actives have a fitted effect of over 50% in size
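Rat TrxR1, dispensed at 90 nM, was prereduced with 400 uM NADPH (final) for 5 min at ~22 deg C, then incubated with compound 15 min before 400 uM selenite. A first-read NADPH fluorescence drop versus no-compound background flagged substrates.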
USP1-UAF1 inh – Inhibitors of USP1/UAF1: Primary Screen. Ubiquitin carboxyl-terminal hydrolase 1 (Homo sapiens), O94782. recombinant USP1/UAF1, Ub-Rhodamine cleavage fluorescence. Potency, µM (highest dose often 57.1 µM), inactives show at the highest dose activity change, negative = inhibition, hits mostly inhibitors. 390,000 tested, 0.23% active; also: potency is read from the fitted curve at half-maximal effect; % is scaled to controls: 0 for no effect and ±100 for the full control effect; nearly all actives have a fitted effect of over 60% in size; inactives centre near -12
Target sequence (O94782 whole entry, looked up): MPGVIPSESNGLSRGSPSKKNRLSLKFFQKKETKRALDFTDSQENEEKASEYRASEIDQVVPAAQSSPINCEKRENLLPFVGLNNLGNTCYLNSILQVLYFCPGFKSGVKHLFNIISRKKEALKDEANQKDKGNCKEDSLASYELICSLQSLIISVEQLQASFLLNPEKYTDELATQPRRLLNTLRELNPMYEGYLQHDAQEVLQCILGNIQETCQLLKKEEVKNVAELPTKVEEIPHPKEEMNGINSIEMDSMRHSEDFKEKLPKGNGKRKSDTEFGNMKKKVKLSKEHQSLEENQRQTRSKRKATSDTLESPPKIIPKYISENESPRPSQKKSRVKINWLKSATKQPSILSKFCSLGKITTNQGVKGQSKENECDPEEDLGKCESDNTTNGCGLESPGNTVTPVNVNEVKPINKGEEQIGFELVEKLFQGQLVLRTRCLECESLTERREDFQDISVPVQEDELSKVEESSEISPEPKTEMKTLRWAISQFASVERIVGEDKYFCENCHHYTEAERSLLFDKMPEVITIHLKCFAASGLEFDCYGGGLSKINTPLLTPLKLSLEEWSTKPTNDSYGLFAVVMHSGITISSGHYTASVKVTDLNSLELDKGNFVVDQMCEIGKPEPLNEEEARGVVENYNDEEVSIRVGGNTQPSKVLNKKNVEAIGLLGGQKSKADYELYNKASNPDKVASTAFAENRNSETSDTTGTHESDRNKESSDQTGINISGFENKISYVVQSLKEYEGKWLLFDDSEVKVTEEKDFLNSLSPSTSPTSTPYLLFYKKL
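USP1/UAF1 complex (1 nM) preincubated 15 min at room temperature with compound, then Ub-Rho substrate (150 nM final) added. Kinetic fluorescence at 480/540 nm over 6 reads at 60 s intervals; 50 mM HEPES pH 7.8, 0.5 mM EDTA, 0.1 mg/ml BSA, 1 mM TCEP, 0.01% Tween-20.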
Vif-A3G inh – qHTS for Inhibitors of Vif-A3G Interactions: qHTS | DNA dC->dU-editing enzyme APOBEC-3G (Homo sapiens), Q9HC16 | 410,000 tested, 0.076% active | HeLa A3G-eYFP + Vif (tagged APOBEC3G with the HIV-1 protein that degrades it), YFP fluorescence, overnight | Potency, µM (series often up to 46.1 µM), without a hit: at the top dose activity, negative = active, actives largely listed as inhibitors;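 also: potency is read from the fitted curve at half-maximal effect; % is scaled to controls: 0 for no effect and ±100 for the full control effect; nearly all actives have a fitted effect of over 60% in size; hits raise eYFP signal because A3G escapes Vif-driven loss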
Target sequence (Q9HC16 whole entry, looked up): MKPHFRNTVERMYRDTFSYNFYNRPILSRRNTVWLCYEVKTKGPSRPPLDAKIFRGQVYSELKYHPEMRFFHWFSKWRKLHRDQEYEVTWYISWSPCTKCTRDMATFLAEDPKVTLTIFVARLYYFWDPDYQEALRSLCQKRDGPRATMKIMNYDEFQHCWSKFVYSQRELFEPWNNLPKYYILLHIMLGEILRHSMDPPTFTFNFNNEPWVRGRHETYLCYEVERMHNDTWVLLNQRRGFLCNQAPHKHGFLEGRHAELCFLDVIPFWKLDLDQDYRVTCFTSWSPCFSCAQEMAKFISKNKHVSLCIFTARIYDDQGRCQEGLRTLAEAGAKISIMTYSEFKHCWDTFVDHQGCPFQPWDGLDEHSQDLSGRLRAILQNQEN
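Read-out is eYFP fluorescence (Ex 488/Em 500-530) from Vif-expressing HeLa A3G-eYFP cells; more signal means A3G escaped Vif-mediated degradation. Cells plated overnight, compound pinned in, incubated overnight at 37 deg C.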
PI4K2A inh – qHTS for small molecular inhibitors of PI4K2A. purified PI4K2A, ADP-Glo luminescence, 1 h; hits give low values. activity change, negative = inhibition, % at 76.9 µM. AID 1346378, 2018. 420,000 tested, 0.13% active; in the data active = activity change below about -50%; inconclusive = mostly about -30% to -49%;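 also: -100% = wells without enzyme as full effect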
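In this quantitative HTS, ADP production by PI4K2A was quantified luminescently after 1 h at ambient temperature; 100 microM adenosine served as plate-quality control.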
Glioma ERSR ind – qHTS for Inducers of the Endoplasmic Reticulum Stress Response (ERSR) in Human Glioma: qHTS | U87-MG GRP78 promoter luciferase reporter, 16 h | Potency, µM, without a hit: at the top dose activation, hits mostly activators | 420,000 tested, 0.02% active | AID 602332, 2012; also: potency is read from the fitted curve at half-maximal effect; series mostly up to about 76 µM; % of control where 0% means no effect; nearly all actives have a fitted effect of over 35% in size
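Stably transfected U87-MG human glioma cells carrying a GRP78-based luminescent sensor were seeded at 1000 cells/well, pin-dosed with compounds and incubated 16 h. Luciferase reagent was then added, and end-point luminescence was read after 10 min at room temperature.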
RXFP1 agonist – qHTS Assay for Agonists of the Relaxin Receptor RXFP1; Potency, µM (titrated, usually from 57.5 µM), without a hit: top-dose activation, most hits filed as activators; HEK293T-RXFP1 cAMP TR-FRET, 30 min; response scale: percent of porcine relaxin response, buffer zero; Relaxin receptor 1 (Homo sapiens), Q9HBX9; 370,000 tested, 0.3% active; also: potency is read from the fitted curve at half-maximal effect; % is scaled to controls: 0 for no effect and ±100 for the full control effect; nearly all actives have a fitted effect of over 60% in size; many of its hits are not listed in these tables
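cAMP rise read by TR-FRET after 30 min, 37C compound exposure (up to 58 uM) in RXFP1-transfected HEK293 cells with Ro 20174 present. EC50 from Hill-equation fits, with 29 nM porcine relaxin as 100% and buffer as basal.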
IDH1 R132H inh – qHTS for Inhibitors of mutant isocitrate dehydrogenase 1 (IDH1): qHTS | Isocitrate dehydrogenase [NADP] cytoplasmic (Homo sapiens), O75874 | IDH1-R132H enzyme, NADPH consumption, diaphorase/resazurin fluorescence | Potency, µM (series often up to 76.6 µM), for inactives: at the highest dose activity change, negative = inhibition, hits mostly inhibitors | 390,000 tested, 0.093% active | AID 602179, 2012; also: potency is read from the fitted curve at half-maximal effect; % is scaled to controls: 0 for no effect and ±100 for the full control effect; nearly all actives have a fitted effect of over 65% in size
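IDH1-R132H (0.5 ug/mL dispensed) in pH 7.5 Tris buffer was preincubated 30 min with compound, then given a substrate mix of 0.016 mM NADPH and 2 mM alpha-KG for 80 min at room temperature; remaining NADPH was read by diaphorase/resazurin fluorescence.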
Starred values were filed as active, the others as inactive; & = joins results of further samples; [ ] = remark or other dose. Unless noted, calls follow the shape of the dose curve; as a rule, active = well fitted curve in the direction sought with a large enough effect; inconclusive = small, poorly fitted or top-dose-only effect, or another doubt; inactive = no such curve, though single readings can be large; an effect the other way counts as inactive or inconclusive.

For Clc1cccc(CSc2nnc(C3CCNCC3)o2)c1 the results were LDHA inh 1.9, Vif-APOBEC3F blk 0.7%, TrxR1 substrate -9.0%, USP1-UAF1 inh -2.9%, Vif-A3G inh 0.8%, PI4K2A inh -5.2, Glioma ERSR ind -1.1%, RXFP1 agonist 0.3% and IDH1 R132H inh 13.5%.
For O=c1[nH]cccc1-c1nc2ccccc2n1Cc1ccc(F)cc1 the results were LDHA inh -1.3, Vif-APOBEC3F blk -3.2%, TrxR1 substrate 204.9%[activator], USP1-UAF1 inh -15.2%, Vif-A3G inh 4.7%, PI4K2A inh -1.4, Glioma ERSR ind -1.7%, RXFP1 agonist 7.9% and IDH1 R132H inh -6.9%.
CCOc1ccc(OCc2ccc(C(=O)NCC3CCCO3)o2)cc1 (centres undefined) was read as LDHA inh 0.4, Vif-APOBEC3F blk -1.0%, TrxR1 substrate 8.5%, USP1-UAF1 inh -8.8%, Vif-A3G inh -0.1%, PI4K2A inh -3.4, Glioma ERSR ind 0.0%, RXFP1 agonist -0.9% and IDH1 R132H inh 0.4%.
Screening O=C1c2ccccc2-c2cccc(NS(=O)(=O)c3ccc(C(F)(F)F)cc3)c21 returned LDHA inh -2.5, Vif-APOBEC3F blk -14.6%, TrxR1 substrate -11.0%, USP1-UAF1 inh 28.2µM*, Vif-A3G inh -17.9%, PI4K2A inh -1.2, Glioma ERSR ind 2.5%, RXFP1 agonist 1.6% and IDH1 R132H inh 2.3%.
For CCOC(=O)C1(Cc2ccccc2)CCCN(C(=O)C=C(C)C)C1 (centres undefined) the results were LDHA inh -1.8, Vif-APOBEC3F blk 2.7%, TrxR1 substrate 2.0%, USP1-UAF1 inh -11.1%, Vif-A3G inh 0.2%, PI4K2A inh -9.7, Glioma ERSR ind 2.8%, RXFP1 agonist 1.4% and IDH1 R132H inh 1.1%.
For Cc1cc(Cl)ccc1OCC(=O)N(Cc1ccco1)Cc1ccccc1F the results were LDHA inh 0.7, Vif-APOBEC3F blk 3.6%, TrxR1 substrate 5.9%, USP1-UAF1 inh 2.2%, Vif-A3G inh 4.8%, PI4K2A inh 0.6, Glioma ERSR ind -4.1%, RXFP1 agonist -0.4% and IDH1 R132H inh -1.2%.
`O=C(NC1CCCCCC1)C(=O)NC1CC1` gave LDHA inh -8.3, Vif-APOBEC3F blk -0.7%, TrxR1 substrate 8.8%, USP1-UAF1 inh -16.7%, Vif-A3G inh -3.4%, PI4K2A inh -5.6, Glioma ERSR ind 0.5%, RXFP1 agonist 0.6% and IDH1 R132H inh -6.0%.
For CCCOc1ccc(-c2nonc2NC(=O)COc2ccc(C)cc2)cc1OCCC the results were LDHA inh 3.2, Vif-APOBEC3F blk 3.8%, TrxR1 substrate 8.1%, USP1-UAF1 inh -9.2%, Vif-A3G inh 2.8%, PI4K2A inh 0.1, Glioma ERSR ind -2.5%, RXFP1 agonist 0.5% and IDH1 R132H inh -10.4%.
`Cc1nnc(SCc2nnc(-c3ccccc3Br)o2)s1` gave LDHA inh 0.1, Vif-APOBEC3F blk -0.5%, TrxR1 substrate 7.4%[57.1 µM], USP1-UAF1 inh -7.0%, Vif-A3G inh -0.5%, PI4K2A inh -2.1, Glioma ERSR ind 4.6%, RXFP1 agonist 2.0% and IDH1 R132H inh 5.3%.
For CCCn1c(C2CCCN2c2nc(C)cs2)nc2cc(Cl)c(Cl)cc21 (centres undefined) the results were LDHA inh -1.7, Vif-APOBEC3F blk inconclusive, TrxR1 substrate -8.0%, USP1-UAF1 inh -19.0%, Vif-A3G inh -18.6%, PI4K2A inh 3.2, Glioma ERSR ind -4.4%, RXFP1 agonist -0.6% and IDH1 R132H inh 2.3%.
`CC(SCC(=O)NC(C)C1CC2CCC1C2)C(=O)O` (centres undefined) gave LDHA inh -4.6, Vif-APOBEC3F blk 14.3%, TrxR1 substrate 10.2%[57.1 µM], USP1-UAF1 inh -10.0%, Vif-A3G inh 0.0%, PI4K2A inh 8.3, Glioma ERSR ind -1.5%, RXFP1 agonist 0.5% and IDH1 R132H inh -5.1%.
`O=C(N/N=C/c1ccccc1C(=O)O)c1cccc(S(=O)(=O)N2CCOCC2)c1` gave LDHA inh -1.1, Vif-APOBEC3F blk 0.6%, TrxR1 substrate -2.1%, USP1-UAF1 inh -20.8%, Vif-A3G inh 11.6%, PI4K2A inh -3.1, Glioma ERSR ind -6.6%, RXFP1 agonist 1.2% and IDH1 R132H inh -0.3%.
`COc1ccc(N2CCN(S(=O)(=O)CCNC(=O)c3c(F)cccc3Cl)CC2)cc1` gave LDHA inh 6.3, Vif-APOBEC3F blk -9.0%, TrxR1 substrate 0.2%[57.1 µM], USP1-UAF1 inh -15.0%, Vif-A3G inh -3.1%, PI4K2A inh -1.6, Glioma ERSR ind -2.7%, RXFP1 agonist 3.3% and IDH1 R132H inh 12.7%.
`Cn1c(CCNC(=O)c2ccco2)nc2cc(NC(=O)c3ccco3)ccc21` gave LDHA inh 1.8, Vif-APOBEC3F blk -0.3%, TrxR1 substrate -4.0%, USP1-UAF1 inh -30.7%, Vif-A3G inh 0.0%, PI4K2A inh -5.9, Glioma ERSR ind 4.2%, RXFP1 agonist 0.1% and IDH1 R132H inh 4.1%.
COc1cc(C(=S)N2CCCC2)ccc1OCc1ccc(C)cc1 was read as LDHA inh -4.9, Vif-APOBEC3F blk 10.5%, TrxR1 substrate 4.9%, USP1-UAF1 inh -22.4%, Vif-A3G inh 2.7%, PI4K2A inh -0.3, Glioma ERSR ind 1.1%, RXFP1 agonist -1.5% and IDH1 R132H inh 6.8%.
CCOC(=O)c1cccc(NC(=O)CC2C(=O)N(c3ccc(F)cc3)C(=O)N2Cc2cccc(OC)c2)c1 (centres undefined) was read as LDHA inh 3.7, Vif-APOBEC3F blk -3.7%, TrxR1 substrate -7.8%, USP1-UAF1 inh -7.0%, Vif-A3G inh -5.9%, PI4K2A inh -2.5, Glioma ERSR ind -0.3%, RXFP1 agonist -0.8% and IDH1 R132H inh -8.7%.
For COc1ccccc1N1CCN(C2CC(=O)N(C)C2=O)CC1 (centres undefined) the results were LDHA inh -1.7, Vif-APOBEC3F blk -14.8%, TrxR1 substrate 6.8%[57.1 µM], USP1-UAF1 inh -20.3%, Vif-A3G inh -0.6%, PI4K2A inh 2.0, Glioma ERSR ind -5.3%, RXFP1 agonist -2.1% and IDH1 R132H inh 6.1%.
`O=C(N/N=C/c1ccc(OC(=O)c2cccc(Br)c2)cc1)c1cccnc1` gave LDHA inh -5.5, Vif-APOBEC3F blk -5.4%, TrxR1 substrate -0.4%, USP1-UAF1 inh -17.4%, Vif-A3G inh 1.2%, PI4K2A inh -4.5, Glioma ERSR ind 4.7%, RXFP1 agonist -2.0% and IDH1 R132H inh -3.1%.
`COc1ccc(SCCC(=O)NCc2ccncc2)cc1` gave LDHA inh -3.9, Vif-APOBEC3F blk 14.4%, TrxR1 substrate 1.3%[57.1 µM], USP1-UAF1 inh -8.9%, Vif-A3G inh -1.6%, PI4K2A inh -5.4, Glioma ERSR ind 0.1%, RXFP1 agonist -1.2% and IDH1 R132H inh -0.2%.
Screening Cc1cccc(OC(=O)c2ccncc2)c1C returned LDHA inh -3.4, Vif-APOBEC3F blk -1.8%, TrxR1 substrate -3.3%, USP1-UAF1 inh -8.2%, Vif-A3G inh 1.6%, PI4K2A inh -4.8, Glioma ERSR ind -3.2%, RXFP1 agonist 0.6% and IDH1 R132H inh -6.2%.
`CCOC(=O)C1=C(O)c2ccccc2C(=O)/C1=C\c1ccc(C)cc1` gave LDHA inh 128.1&39.6, Vif-APOBEC3F blk 25.1µM*, TrxR1 substrate -18.2%, USP1-UAF1 inh inconclusive, Vif-A3G inh inconclusive, PI4K2A inh 1.3, Glioma ERSR ind -12.8%, RXFP1 agonist 0.0% and IDH1 R132H inh 17.7%.
`COc1cc(C(=O)NCCN2CCCC2)cc(OC)c1OC` gave LDHA inh 0.0, Vif-APOBEC3F blk 0.0%, TrxR1 substrate 6.7%[57.1 µM], USP1-UAF1 inh -19.5%, Vif-A3G inh 0.8%, PI4K2A inh -5.8, Glioma ERSR ind 1.3%, RXFP1 agonist 0.6% and IDH1 R132H inh 1.0%.
CCC(=O)Nc1ccccc1C(=O)OCC(=O)c1ccc2ccccc2c1 was read as LDHA inh -1.1, Vif-APOBEC3F blk 0.3%, TrxR1 substrate 6.4%, USP1-UAF1 inh -22.2%, Vif-A3G inh 0.1%, PI4K2A inh 0.8, Glioma ERSR ind inconclusive, RXFP1 agonist 1.0% and IDH1 R132H inh 0.6%.
O=C(O)c1cccc(S(=O)(=O)Nc2ccc(S(=O)(=O)N3CCOCC3)cc2)c1 was read as LDHA inh -13.8, Vif-APOBEC3F blk 1.6%, TrxR1 substrate -7.4%, USP1-UAF1 inh -5.7%, Vif-A3G inh -6.8%, PI4K2A inh 3.2, Glioma ERSR ind 2.8%, RXFP1 agonist 0.7% and IDH1 R132H inh -4.2%.

These rows are one share of the data; count on the stated rates, not on these rows.
